Screens (PubChem)
TRPM1 prom inh = inhibitors of MITF-driven TRPM1 promoter in melanoma cells | hit rate 0.83% among 330,000 | inhibition, % at 12.5 µM | SK-MEL-5 TRPM1 promoter luciferase, 24 h | AID 488899;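 active means mean inhibition across replicates of 60% or more, whatever share of single replicates reaches that level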; further: values of inactives mirror those of a sister screen read the other way
PDI turbidity = blocks human protein disulfide isomerase activity; PDI insulin aggregation turbidity, A650, 90 min; inhibition, % at 10 µM; hit rate 0.052% among 350,000; AID 588391;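 active means mean inhibition across replicates of 30% or more, whatever share of single replicates reach that level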;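 further: absorbance from insulin aggregation driven by PDI reduction with DTT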
CaV13 ICDI inh = Disruptors of the CACNA1D IQ motif to Ca2+-dependent inactivation inhibitor domain association, primary screening, Förster resonance energy transfer in intact living …; HEK cells, CFP/YFP FRET ICDI-IQ, plate reader, 10 min; percent FRET-ratio fall versus neutral wells; inhibition, % at 12.3 µM; hit rate 0.098% among 340,000; AID 743397;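 active means mean replicate inhibition of at least 30% and at least 1% of replicates passing that level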;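 further: 0% = median of the neutral control wells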
KKLEB cytotox = counter-screen for CF NF-kB inhibitors: cytotoxicity; KKLEB CF airway cells viability, ATPlite luminescence, overnight; active compounds read low; cells stimulated with P. aeruginosa culture filtrate; activity change (cytotoxicity), % at 5 µM; hit rate 0.36% among 360,000;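 active means corrected activity change at or below -50% at 5 µM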
HIF-2a block = HIF-2a inhibition; 786-0 RCC cells HIF-2a reporter, luciferase luminescence, overnight; inhibition, % at 18.8 µM; hit rate 0.72% among 360,000;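 active means inhibition of the luminescence signal of 40% or more relative to plate controls, in a single-dose primary screen at 18.75 µM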
Shn3 3UTR inh = Schnurri-3 reporter inhibition in Clone20 osteoblasts; Clone20 osteoblast Shn3 3'UTR firefly luciferase, 24 h; inhibition, % at 12.5 µM; hit rate 0.52% among 360,000;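 active means mean inhibition of at least 75% with every replicate also reaching 75%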;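 further: 0% = median of neutral control wells and 100% = pilot-screen positive control compound; some compounds past the cut are filed as inactive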
NR2E3 ag-1 = agonists of human NR2E3 nuclear receptor. Q9Y5X4. CHO-S Gal4-NCOR/VP16-NR2E3 two-hybrid, luciferase. inhibition of corepressor binding, % at 3.98 µM. hit rate 0.35% among 360,000. AID 602229;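 active means inhibition above the mean of all tested compounds plus 3 SD, cut at about 70% in these data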;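 further: 0% = DMSO with NR2E3 transfected cells and 100% = cells lacking NR2E3 construct; higher means lower luciferase signal from less NR2E3 corepressor binding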
Target sequence (Q9Y5X4 whole entry, looked up, the tested form may be a part): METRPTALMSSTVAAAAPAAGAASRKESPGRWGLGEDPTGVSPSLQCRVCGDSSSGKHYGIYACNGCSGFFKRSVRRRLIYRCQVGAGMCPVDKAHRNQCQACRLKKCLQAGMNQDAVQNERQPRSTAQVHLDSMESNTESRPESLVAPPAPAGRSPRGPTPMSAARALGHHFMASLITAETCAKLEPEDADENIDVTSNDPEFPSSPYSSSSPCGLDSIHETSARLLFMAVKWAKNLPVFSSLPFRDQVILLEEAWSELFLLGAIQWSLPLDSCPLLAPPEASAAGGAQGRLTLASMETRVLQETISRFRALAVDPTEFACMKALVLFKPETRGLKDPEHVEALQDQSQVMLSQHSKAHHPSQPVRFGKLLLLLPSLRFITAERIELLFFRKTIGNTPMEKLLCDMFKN
Peg3 prom inh = reduces Peg3 promoter-driven luciferase expression in HeLa. inhibition, % at 20 µM. AID 588405. HeLa PEG-Prom luciferase reporter, luminescence, overnight. hit rate 1.7% among 360,000;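 active means inhibition of at least 50% at 20 µM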
NR2E3 ag-2 = NR2E3 (human) agonism; GST-NR2E3/biotin-RetCOR TR-FRET, 1536-well; hit rate 0.12% among 320,000; inhibition of corepressor binding, % at 4.78 µM; Q9Y5X4; AID 2300;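 active means percent inhibition above the cutoff of mean plus 3 SD of all tested compounds, set per screening campaign, cut at about 20% in these data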;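 further: 0% = DMSO wells and 100% = biotin wells as full block of FRET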
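Material: NR2E3–RetCOR corepressor complex / Amount: 1.35 nM GST-NR2E3 / Medium: Tris pH 7.5 / Compound: single nominal compound dose of 4.8 µM / Incubation: 5 h at 4 °C / Technique: TR-FRET, Eu(K)-anti-GST donor, streptavidin-D2 acceptor, ex 340, em 617/671 nm / Read-out basis: percent loss of FRET ratio relative to control wells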
Vif inh = inhibitors of HIV Vif. HEK293T cells, Vif self-association by quenched fluorescence, imaging, 24 h. inhibition, % at 7.49 µM. hit rate 0.35% among 340,000. AID 602346; in the data active means inhibition above about 50%, passing the limit was not always enough; further: some results filed as inactive read as strong as hits
CF NFkB block = blocks PAF-induced NF-kB reporter in cystic fibrosis cells | KKLEB NF-kB-GFP reporter, GFP fluorescence overnight | inhibition, % at 5 µM | hit rate 0.86% among 360,000;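 active means at least 50% inhibition at 5 µM, scaled per plate between neutral and stimulator controls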;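 further: PAF is a Pseudomonas aeruginosa culture filtrate used as stimulus; plate controls were PAF-stimulated DMSO wells for no effect and unstimulated DMSO wells for full effect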
An asterisk follows results filed as active; · = not tested or not shown.

SMILES | TRPM1 prom inh | PDI turbidity | CaV13 ICDI inh | KKLEB cytotox | HIF-2a block | Shn3 3UTR inh | NR2E3 ag-1 | Peg3 prom inh | NR2E3 ag-2 | Vif inh | CF NFkB block
O=C(CN1CCN(C(c2ccccc2)c2ccccc2)CC1)NCc1ccccc1 | 0 | 0 | -3 | 14 | 11 | 7 | -18 | 8 | 0 | 10 | -6
O=S(=O)(NCC1CCCN(Cc2ccccc2)C1)c1cccc2cccnc12 (configuration not stated) | -7 | 4 | -6 | 6 | -10 | 12 | -9 | 2 | 4 | 0 | 5
O=C(CSc1nnc(-c2ccco2)o1)N1CCOCC1 | -5 | -1 | · | -8 | -67 | -20 | 1 | -20 | -2 | 0 | 12
O=C1CCCc2c1[nH]c1ccc(Cl)cc21 | 46 | -12 | · | 0 | 19 | -18 | -19 | 18 | 3 | 6 | 3
Cn1c(N)c(C(=O)COC(=O)/C=C/c2ccc(Cl)cc2Cl)c(=O)n(C)c1=O | · | -46 | -5 | 2 | 3 | 10 | -11 | -20 | · | 11 | -17
O=C(N/N=C/c1ccccc1C(=O)O)c1cccc(S(=O)(=O)N2CCCCC2)c1 | -5 | 8 | -6 | 9 | -3 | -12 | 3 | -12 | 2 | 0 | 4
Cc1ccc(C)c(OCCC(=O)NCCc2ccc(F)cc2)c1 | 4 | 5 | -3 | -20 | -23 | 6 | -7 | 19 | -2 | · | 7
O=C(Nn1cnnc1)c1ccc([N+](=O)[O-])cc1 | -2 | 7 | -1 | -2 | 19 | 45 | 1 | 4 | 2 | · | 0
CCN1CCN(CC(=O)Nc2cc(S(=O)(=O)N(CC)c3ccccc3)ccc2Cl)CC1 | 0 | -2 | -5 | -2 | 1 | -17 | 1 | 6 | · | 2 | -5
Nc1nc(Nc2ccccc2F)nc(N2CCOCC2)c1[N+](=O)[O-] | -9 | 2 | -3 | -21 | -11 | 1 | 2 | -2 | 0 | -6 | 15
CCOc1ccccc1NC(=S)NCCCn1ccnc1 | 17 | 1 | -20 | 6 | 14 | 2 | -19 | -3 | 0 | 14 | -6
O=C(NC1CCCC1)C(c1ccncc1)N(C(=O)c1csnn1)c1ccc(F)cc1 (configuration not stated) | -4 | 2 | -4 | -8 | 0 | 4 | -17 | 8 | 3 | 8 | -4
NS(=O)(=O)c1ccc(CCNC(=O)c2ccc3c(c2)OCCO3)cc1 | 7 | -1 | -4 | 7 | 1 | 1 | -15 | 5 | -3 | -1 | 10
O=C(Nc1ncc([N+](=O)[O-])s1)C1CCN(S(=O)(=O)c2cnc[nH]2)CC1 | -10 | 3 | -8 | -6 | -55 | 2 | -13 | 6 | 0 | -9 | 1
COc1ccc(NC(=O)NCc2ccc3c(c2)OCO3)c(OC)c1 | -12 | -2 | · | 4 | -13 | -4 | -10 | 5 | -4 | 0 | 8
Cc1cc(NC(=O)c2ccc(F)cc2)n(C)n1 | 7 | -4 | -19 | 5 | -28 | -8 | -36 | -18 | 2 | -13 | -26
COC(=O)c1sccc1NC(=S)Nc1ccc(OC)cc1 | -5 | 1 | -2 | 10 | 0 | -1 | -32 | 10 | 0 | 5 | -20
Cc1cccc(NC(=S)NN(Cc2ccccc2)c2ccccc2)c1C | -4 | 6 | -3 | 4 | 13 | 1 | -1 | 16 | -1 | 14 | 0
Cc1ccc(C(=O)N2CCN(c3ccc(C(F)(F)F)cn3)CC2)cc1 | 8 | -7 | · | -5 | -4 | 12 | -19 | 7 | 3 | 7 | 10
CCCc1cc(C(=O)NNC(=S)NCC2CCCO2)cs1 (configuration not stated) | 3 | 4 | -3 | 0 | -37 | -17 | -18 | -39 | -4 | 13 | -14
CC(C)(C)C(=O)C(Oc1cccc2nonc12)n1cncn1 (configuration not stated) | -8 | -21 | -10 | 5 | -2 | -47 | 1 | 6 | 3 | 2 | -1
N#Cc1c2n(c3c(=O)n(CC(=O)c4ccc([N+](=O)[O-])cc4)cnc13)CCCCC2 | 9 | 5 | -3 | 3 | 14 | 12 | -7 | 12 | -3 | 1 | -16

A second format for 2 compounds above.
Values run as follows: TRPM1 prom inh	PDI turbidity	CaV13 ICDI inh	KKLEB cytotox	HIF-2a block	Shn3 3UTR inh	NR2E3 ag-1	Peg3 prom inh	NR2E3 ag-2	Vif inh	CF NFkB block
> O=C(CSc1nnc(-c2ccco2)o1)N1CCOCC1
  -5	-1	·	-8	-67	-20	1	-20	-2	0	12
> O=S(=O)(NCC1CCCN(Cc2ccccc2)C1)c1cccc2cccnc12 (configuration not stated)
  -7	4	-6	6	-10	12	-9	2	4	0	5

Compounds shown so far containing a halogen:
SMILES | TRPM1 prom inh | PDI turbidity | CaV13 ICDI inh | KKLEB cytotox | HIF-2a block | Shn3 3UTR inh | NR2E3 ag-1 | Peg3 prom inh | NR2E3 ag-2 | Vif inh | CF NFkB block
O=C1CCCc2c1[nH]c1ccc(Cl)cc21 | 46 | -12 | · | 0 | 19 | -18 | -19 | 18 | 3 | 6 | 3
Cn1c(N)c(C(=O)COC(=O)/C=C/c2ccc(Cl)cc2Cl)c(=O)n(C)c1=O | · | -46 | -5 | 2 | 3 | 10 | -11 | -20 | · | 11 | -17
Cc1ccc(C)c(OCCC(=O)NCCc2ccc(F)cc2)c1 | 4 | 5 | -3 | -20 | -23 | 6 | -7 | 19 | -2 | · | 7
CCN1CCN(CC(=O)Nc2cc(S(=O)(=O)N(CC)c3ccccc3)ccc2Cl)CC1 | 0 | -2 | -5 | -2 | 1 | -17 | 1 | 6 | · | 2 | -5
Nc1nc(Nc2ccccc2F)nc(N2CCOCC2)c1[N+](=O)[O-] | -9 | 2 | -3 | -21 | -11 | 1 | 2 | -2 | 0 | -6 | 15
O=C(NC1CCCC1)C(c1ccncc1)N(C(=O)c1csnn1)c1ccc(F)cc1 (configuration not stated) | -4 | 2 | -4 | -8 | 0 | 4 | -17 | 8 | 3 | 8 | -4
Cc1cc(NC(=O)c2ccc(F)cc2)n(C)n1 | 7 | -4 | -19 | 5 | -28 | -8 | -36 | -18 | 2 | -13 | -26
Cc1ccc(C(=O)N2CCN(c3ccc(C(F)(F)F)cn3)CC2)cc1 | 8 | -7 | · | -5 | -4 | 12 | -19 | 7 | 3 | 7 | 10
